# APJ antag = APJ receptor antagonism; P35414; CHO-K1 APJ beta-arrestin complementation, luminescence; inhibition, % at 20 µM; 0.32% of 330,000 active; AID 2521;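 active = inhibition above about 40% at 20 µM, limit read from the data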;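 note: cells challenged with 10 nM apelin-13 agonist together with compound; plate controls were apelin-13 plus DMSO wells for no effect and DMSO wells lacking apelin-13 for full effect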
# APJ agonist = agonists of human APJ apelin receptor. P35414. CHO-K1 APJ PathHunter beta-arrestin, luminescence; 0% DMSO wells, 100% apelin. activation, % at 20 µM. 0.11% of 330,000 active. AID 2520;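 active = activation more than six SD over the plate average, tested at 20 µM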;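 note: 0% = DMSO alone and 100% = apelin-13 at 10 nM; some results filed as inactive read as strong as hits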
#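 Test system: CHO-K1 APJ beta-arrestin complementation cell line | Compound: Single test compound dose, 20 µM final, 1% DMSO | Incubation: Compound 90 min 25 °C, reagent 1 h | Measured by: beta-gal luminescence | Read-out basis: APJ–arrestin association signal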
# Jurkat NFkB inh = lowers PMA/ionomycin-induced NF-kB signal in Jurkat cells. PMA/ionomycin-induced NF-kB luciferase reporter, luminescence. inhibition, % at 4 µM. 0.53% of 330,000 active; in the data active = inhibition above about 50%
# tim23-1 inh = growth inhibitors of tim23-1 mutant yeast; 1.3% of 330,000 active; S. cerevisiae tim23-1 growth, BacTiter-Glo luminescence, 24 h; inhibition, % at 20 µM;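 active = growth inhibition of the mutant yeast at or above 50%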;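 note: temperature-sensitive mutant grown at 25 °C; plate controls were DMSO-treated mutant yeast for no effect and medium wells lacking yeast for full effect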
# 697 NFkB inh = inhibitors of the PMA/ionomycin-induced NF-kB reporter in 697 B cells; AID 435022; inhibition, % at 4 µM; 0.33% of 330,000 active; 697 B-cell NF-kB luciferase reporter, 16 h; in the data active = inhibition above about 35%
# XBP1 UPR activ = activators of adaptive arm of unfolded protein response (XBP1). 0.33% of 330,000 active. CHO-XBP1 luciferase reporter, IRE1-XBP1 UPR activation, luminescence; percent of tunicamycin response, DMSO as zero. activation, % at 20 µM;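 active = versus positive control, 20 µM dose yields 30% or more activation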;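 note: 100% = tunicamycin at 10 µg/mL and 0% = DMSO only wells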
#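 Material – CHO cell line with stable XBP1 luciferase reporter · Buffer or medium – F12 plus 10% FBS · Compound – single point, 20 µM final compound, 1% DMSO · Schedule – 16-18 h cell attachment at 37 °C, then 6 h compound exposure · Signal – Steady-Glo luminescence read · Benchmarks – high control tunicamycin 10 µg/mL final, low control DMSO vehicle only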
# Mdm2-MdmX inh = human Mdm2/MdmX binding inhibition; SaOS-2 split-luciferase Mdm2/MdmX complementation, luminescence; 3% of 330,000 active; inhibition, % at 8 µM; AID 485346; O15151+Q00987;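 active = inhibition of at least 50% at 8 µM in the primary screen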
# Target sequence (O15151 whole entry, looked up): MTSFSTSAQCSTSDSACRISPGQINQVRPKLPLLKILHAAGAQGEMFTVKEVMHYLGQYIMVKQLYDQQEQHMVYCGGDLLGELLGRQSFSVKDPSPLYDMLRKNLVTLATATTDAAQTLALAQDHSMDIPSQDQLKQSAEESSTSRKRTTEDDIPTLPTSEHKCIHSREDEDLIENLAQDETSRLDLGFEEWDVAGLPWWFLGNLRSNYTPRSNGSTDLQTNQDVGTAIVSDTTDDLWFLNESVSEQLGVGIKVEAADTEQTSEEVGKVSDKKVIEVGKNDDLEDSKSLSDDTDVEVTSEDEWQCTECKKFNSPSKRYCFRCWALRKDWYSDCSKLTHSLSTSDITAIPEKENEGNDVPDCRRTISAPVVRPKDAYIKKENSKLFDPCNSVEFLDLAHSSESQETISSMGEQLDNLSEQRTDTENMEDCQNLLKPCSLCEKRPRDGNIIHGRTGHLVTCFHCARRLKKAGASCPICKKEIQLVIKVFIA
# Target sequence (Q00987 whole entry, looked up): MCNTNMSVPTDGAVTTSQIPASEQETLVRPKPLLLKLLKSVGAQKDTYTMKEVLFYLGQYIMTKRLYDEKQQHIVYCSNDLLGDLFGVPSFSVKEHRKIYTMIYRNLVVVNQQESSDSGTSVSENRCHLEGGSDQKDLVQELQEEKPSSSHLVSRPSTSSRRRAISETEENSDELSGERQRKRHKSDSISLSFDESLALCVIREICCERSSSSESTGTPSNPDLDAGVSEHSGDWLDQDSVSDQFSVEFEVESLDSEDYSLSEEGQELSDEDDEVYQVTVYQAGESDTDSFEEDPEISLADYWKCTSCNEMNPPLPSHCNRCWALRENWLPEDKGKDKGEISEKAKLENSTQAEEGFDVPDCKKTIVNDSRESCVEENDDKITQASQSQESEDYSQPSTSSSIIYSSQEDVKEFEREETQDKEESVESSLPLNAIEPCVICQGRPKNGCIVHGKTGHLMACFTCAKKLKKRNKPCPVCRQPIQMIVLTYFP
# CHOP UPR activ = activators of apoptotic arm of unfolded protein response (CHOP). CHO-CHOP luciferase reporter, UPR activation, luminescence; percent of tunicamycin response over DMSO baseline. activation, % at 10 µM. 0.34% of 330,000 active. AID 449763;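 active = at 10 µM dose, activation of 40% or more, normalized to positive control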;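 note: 100% = tunicamycin at 10 µg/mL and 0% = DMSO alone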
#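 Dosing – one dose, 10 µM in 0.5% DMSO · System – CHO-CHOP cells, stable luciferase reporter of PERK-eIF2a-CHOP signalling · Input – 500 cells/well · Control set – tunicamycin 10 µg/mL final as positive, DMSO-only wells as negative · Timing – 6 h compound treatment, 37 °C · Measure – % activation vs tunicamycin · Technique – luminescence read with Steady-Glo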
# The depositor's hits bear a star.
entry	compound	APJ antag	APJ agonist	Jurkat NFkB inh	tim23-1 inh	697 NFkB inh	XBP1 UPR activ	Mdm2-MdmX inh	CHOP UPR activ
1	O=C(CNC(=O)c1ccc(S(=O)(=O)N2CCCC2)cc1)N/N=C/c1c(Cl)cccc1Cl	-10	1	15	16	-21	-4	22	1.6
2	COc1ccc(/C([O-])=C(/C(=S)Nc2ccc(C)c(C)c2)n2c[n+](C)c3ccccc32)cc1OC	22	-2	-40	16	-66	4	-21	2.2
3	COC(=O)c1cccc(NC(=O)c2cnn(C)c2)c1	4	-2	2	7	-11	-1	-29	1.1
4	O=C(NCc1ccccc1)C1C2C=CC3(CN(Cc4cccnc4)C(=O)C13)O2 (stereo not drawn)	34	-3	8	-1	29	-2	12	-2.1
5	Cc1ccc(SCCNC(=O)c2ccc(C)c(S(=O)(=O)Nc3ccccc3C)c2)cc1	-23	-2	1	28	2	0	15	0.1
6	O=C(NCCc1ccccc1)c1ccc(=O)[nH]c1	8	-2	6	1	6	2	-3	2.2
7	CCCCn1c(N)c(N(CCOC)C(=O)c2ccc3c(c2)C(=O)N(c2ccccc2C)C3=O)c(=O)[nH]c1=O	4	-3	5	2	-6	3	-6	-1.4
8	CC(=O)n1c2ccccc2c2nc(NC(C)C)sc21	21	11	-14	23	-31	1	-38	0.2
9	CCOC(=O)c1ccc(N2CCOCC2)c(NS(=O)(=O)c2ccc(F)cc2)c1	8	2	6	34	-11	-1	17	0.4
10	COc1cc(OC)cc(C(=O)OC/C(O)=C(\C#N)c2nc3ccccc3[nH]2)c1	-14	2	8	7	19	-2	2	1.4
11	CCc1ccc(C(=O)NNC(=O)C2CSC3(C)CCC(=O)N23)cc1 (stereo not drawn)	13	3	18	14	16	1	-8	1.6
12	Cc1ccc(C)c(OCCC(=O)OCC(=O)Nc2ccc(C)c(S(=O)(=O)N3CCCCC3)c2)c1	-25	4	9	-12	3	-3	-21	-0.6
13	O=C(Nc1ccc2c(c1)OCO2)c1cc(-c2ccccc2Cl)on1	1	-2	-49	-6	-1	6	-79	5.9
14	Cc1ccc(-c2nc(CS(=O)(=O)CC(=O)N3CC(C)CC(C)C3)c(C)o2)cc1 (stereo not drawn)	-6	0	19	29	11	-2	15	1.8
15	Cc1nc2ccc(NC(=O)c3cnc(Cl)c(Cl)c3)cc2s1	8	0	-1	11	0	1	4	8.4
16	C#CC(C)(CC)NC(=O)c1cc(OC)c(OC)c(OC)c1 (stereo not drawn)	8	-13	-2	1	-5	-1	5	1.2

# Ordered by SMILES length (largest number first): 11 of the compounds above.
entry	compound	APJ antag	APJ agonist	Jurkat NFkB inh	tim23-1 inh	697 NFkB inh	XBP1 UPR activ	Mdm2-MdmX inh	CHOP UPR activ
7	CCCCn1c(N)c(N(CCOC)C(=O)c2ccc3c(c2)C(=O)N(c2ccccc2C)C3=O)c(=O)[nH]c1=O	4	-3	5	2	-6	3	-6	-1.4
14	Cc1ccc(-c2nc(CS(=O)(=O)CC(=O)N3CC(C)CC(C)C3)c(C)o2)cc1 (stereo not drawn)	-6	0	19	29	11	-2	15	1.8
5	Cc1ccc(SCCNC(=O)c2ccc(C)c(S(=O)(=O)Nc3ccccc3C)c2)cc1	-23	-2	1	28	2	0	15	0.1
4	O=C(NCc1ccccc1)C1C2C=CC3(CN(Cc4cccnc4)C(=O)C13)O2 (stereo not drawn)	34	-3	8	-1	29	-2	12	-2.1
11	CCc1ccc(C(=O)NNC(=O)C2CSC3(C)CCC(=O)N23)cc1 (stereo not drawn)	13	3	18	14	16	1	-8	1.6
13	O=C(Nc1ccc2c(c1)OCO2)c1cc(-c2ccccc2Cl)on1	1	-2	-49	-6	-1	6	-79	5.9
15	Cc1nc2ccc(NC(=O)c3cnc(Cl)c(Cl)c3)cc2s1	8	0	-1	11	0	1	4	8.4
16	C#CC(C)(CC)NC(=O)c1cc(OC)c(OC)c(OC)c1 (stereo not drawn)	8	-13	-2	1	-5	-1	5	1.2
3	COC(=O)c1cccc(NC(=O)c2cnn(C)c2)c1	4	-2	2	7	-11	-1	-29	1.1
8	CC(=O)n1c2ccccc2c2nc(NC(C)C)sc21	21	11	-14	23	-31	1	-38	0.2
6	O=C(NCCc1ccccc1)c1ccc(=O)[nH]c1	8	-2	6	1	6	2	-3	2.2

# Next section.
entry	compound	APJ antag	APJ agonist	Jurkat NFkB inh	tim23-1 inh	697 NFkB inh	XBP1 UPR activ	Mdm2-MdmX inh	CHOP UPR activ
17	Cc1ccc(S(=O)(=O)N2CCCCC2)cc1NC(=O)CSCC(=O)O	-4	-2	2	-7	-11	-4	-12	-0.3
18	CCOC(=O)C1=NN(N=O)C2(CC(=O)N(c3cc(C)cc(C)c3)C2=O)C1 (stereo not drawn)	-2	-3	2	25	4	0	2	1.0
19	COC(=O)C1CN(C(=O)C(C)Oc2ccc(C(C)C)cc2)c2ccccc2O1 (stereo not drawn)	19	-4	14	32	7	-3	0	1.0
20	Cc1nn(CC(=O)c2ccc(Cl)cc2Cl)c(C)[n+]1N	3	-3	-18	3	-11	0	8	-0.1
21	COc1cccc(NC(=O)CC(=O)c2ccc([N+](=O)[O-])cc2)c1	-20	-2	-20	26	-4	4	-17	4.9
22	CCN=C1S/C(=C\c2cn(C(C)=O)nc2-c2ccccc2)C(=O)N1CC	-1	-2	2	53*	-17	10	11	2.9
23	O=C(NC(=S)NNC(=O)c1cnccn1)c1ccc(Cl)cc1	-19	1	-13	14	17	-2	69*	-2.9
24	COc1cc(NC(C)=O)c2ncccc2c1[N+](=O)[O-]	-39	3	3	-3	-8	1	23	0.1
25	CCOc1ccc(S(=O)(=O)NCc2ccccn2)cc1NC(=O)c1ccccc1	14	-6	53*	2	-26	3	58*	-0.2
26	Cc1ccc(CNC(=O)CN2C(=O)NC3(CC(C)CC(C)(C)C3)C2=O)cc1 (stereo not drawn)	3	1	-4	5	12	-1	11	1.4
27	Cc1ccc(C(=O)OCC(=O)N(C)c2ccccc2)cc1C	3	0	-10	53*	-13	6	-6	-0.6
28	CNC(=O)c1ccccc1S(=O)(=O)c1ccccc1C#N	-10	-2	4	13	13	-2	-4	0.5
29	O=C(Nc1nc(-c2ccc3c(c2)OCO3)cs1)C1CC1	-8	-1	-104	31	-88	8	-98	1.3
30	Nc1nc(SCn2nnc3ccccc3c2=O)n[nH]1	7	-3	-18	-5	12	-2	1	-0.1
31	CCOC(=O)/C(=N\Nc1ccc(Br)cc1)N1CC(C)OC(C)C1 (stereo not drawn)	-20	5	3	11	18	-1	3	0.7
32	Cc1ccc(Nc2nc(-c3sc(NC(=O)c4ccc([N+](=O)[O-])cc4)nc3C)cs2)cc1	16	-6	-10	13	-96	5	-58	-0.3
33	CCOC(=O)Cn1c(=N)n(CCOc2cccc(C)c2)c2ccccc21	8	-6	7	6	-31	-1	14	-0.3
34	Cc1ccc(OC(=O)c2ccccc2C(=O)OCC(F)(F)C(F)F)cc1	11	-3	13	1	0	-7	-10	0.2
35	C=CC(=O)NCCCc1cc(C(C)(C)C)c(O)c(C(C)(C)C)c1	6	-5	3	5	19	1	23	0.5
36	CCOC(=O)N1CCN(c2ncnc3c2oc2nc(C(C)C)c4c(c23)CCC4)CC1	9	-1	3	41	-32	0	16	4.8
37	Cc1cccc(OC(=O)CCN2C(=O)C3C4C=CC(C5CC45)C3C2=O)c1C (stereo not drawn)	5	-2	-4	23	9	1	8	-1.0
38	Cc1ccc(NS(=O)(=O)c2ccc(OCC(=O)NCc3ccncc3)cc2)cc1	-26	-2	0	21	-5	-1	-43	-1.8
39	COc1ccc(Cl)cc1NC(=O)c1nnn(CC(=O)Nc2ccc3c(c2)OCO3)c1N	0	6	9	-20	-15	-2	93*	0.8
40	O=C(CCc1nnc(CCC2CCCCC2)o1)NCCc1cccnc1	8	-1	-19	24	-3	-1	4	-3.0
41	Cc1ccc(-n2nc(C)c(C(=O)O)n2)c(C)c1	10	0	0	-12	-5	2	20	0.5
42	Cc1nc(N)sc1C(=O)N1N=N1	-12	2	-6	21	8	-2	4	-0.8
43	COc1cccc(NC(=O)COC(=O)Cc2ccccc2[N+](=O)[O-])c1	-1	-4	3	18	23	-1	-7	-0.3
44	CC1Sc2ccc(S(=O)(=O)CCC(=O)N3CCCC3)cc2NC1=O (stereo not drawn)	-26	4	-4	2	-13	-2	-1	-1.9
45	CN1/C(=C\C(=O)Nc2ccc(Cl)cc2)C(C)(C)c2ccccc21	6	-2	-18	68*	-3	-1	9	-0.5
46	C1CCN(CCCNC2C3CC4CC(C3)CC2C4)C1 (stereo not drawn)	3	2	2	26	-6	-2	-4	0.1
47	COc1cccc(-c2ccc(SCC(=O)N3CCc4ccccc43)nn2)c1	-2	1	7	14	4	0	12	5.0
48	COc1ccc(N2CCN(S(=O)(=O)c3cc4c(cc3C)NC(=O)CO4)CC2)cc1	-2	-2	13	-7	21	-2	13	1.7
49	Cc1ccc(NC(=O)c2cccnc2)cc1C	12	-1	-22	10	-8	0	-13	4.6
50	C[C@H](CO)N1C[C@H](C)[C@@H](CN(C)S(=O)(=O)c2cccs2)Oc2ccc(NC(=O)Cc3ccccc3)cc2C1=O	19	0	7	13	28	2	2	-0.3
51	COc1ccccc1Nc1nc(N)nc(CSC(=S)N2CCOCC2)n1	14	-3	-6	19	-15	3	-6	3.9
52	O=C1CN(C(=O)NCC(=O)N[C@H](C(=O)O)c2ccccc2)c2ccccc2N1	-1	-5	-16	7	-3	-3	25	0.0
53	O=C(CSc1nc2ccc(Nc3nc(N4CCOCC4)nc(N4CCOCC4)n3)cc2s1)N1CCOCC1	-9	-2	18	6	12	4	33	1.0
54	Cc1ccc2nc(SCC(=O)N(C)C3CCS(=O)(=O)C3)[nH]c2c1 (stereo not drawn)	11	-3	-10	-6	19	-1	2	-1.4
55	CC(=O)c1ccc(N2CCN(C(=O)c3ccc4c(=O)n(-c5ccccc5)c(=O)[nH]c4c3)CC2)cc1	13	-2	7	1	3	-3	14	-1.5
56	Cc1nc(-c2ccccc2)sc1-c1nnc(C2CC2)o1	15	-2	-30	6	-56	4	-22	5.4
57	Cc1ccc(C)c(N2CCN(CC(=O)Nc3ccc4[nH]c(=O)[nH]c4c3)CC2)c1	12	-3	4	-9	7	-3	-3	-2.1
58	CCOC(=O)N1CCC(N2CCN(c3cc(C)ccc3C)CC2)CC1	-2	0	-7	17	8	0	16	-2.0
59	CCC1OC23CCCCC2C(C#N)(C(=N)O3)C1(C#N)C#N (stereo not drawn)	-9	-3	-4	16	24	-6	-2	10
60	COc1ccc(S(=O)(=O)N2CCOC2CNC(=O)C(=O)NCc2ccco2)cc1C (stereo not drawn)	-35	-5	-6	24	-19	0	6	-3.1
61	CCn1c2ccccc2c2cc(NC(=O)COC(=O)c3ccccc3O)ccc21	-5	-1	-30	-5	31	0	38	3.6
